# SUMO Mot1 rescue = blocks SUMOylation pathway, rescuing yeast Mot1-301 growth. actives 1% (n = 320,000). growth rescue, % at 18.8 µM. AID 2716. S. cerevisiae Mot1-301 growth rescue, ATP luminescence, 38.5C; percent above DMSO median, 100 means doubled;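 active = every valid replicate shows activation above 250% relative to neutral control wells; inactive = the rest, any valid replicate at or below 250%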;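 note: OY570 slx delta 5 strain wells were the positive control but not used for scaling; some compounds called inactive have numbers as strong as hits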
# AddAB inh = less growth of phage-infected E. coli with AddAB | E. coli expressing H. pylori AddAB, absorbance growth | inhibition, % at 11.9 µM | actives 0.29% (n = 330,000); in the data active = inhibition above about 12%;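 note: 0% = vehicle wells of infected cells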
# HTR5A inv ctr = inverse agonist of human HTR5A in OPRM1-OPRD1 counter-screen; P47898; HTR5A cell line, luminescence, inverse agonism; inhibition, % at 9.3 µM; actives 0.083% (n = 340,000); AID 504634; in the data active = inhibition mostly above about 23%, no sharp cut-off; inactive = mostly below about 18%;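 note: 0% = cells with DMSO and 100% = no-cell wells with DMSO; some compounds called inactive have numbers as strong as hits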
# DAGLB inhibitor = diacylglycerol lipase beta (human) inhibition. Q8NCG7. actives 0.059% (n = 340,000). inhibition, % at 5.17 µM. HEK293T DAGLB membrane lysate, EnzChek fluorogenic substrate; in the data active = inhibition above about 34%;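 note: 0% = enzyme with vehicle and 100% = wells lacking enzyme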
# E coli growth = bacterial growth inhibition, counter-screen for AddAB inhibitors; E. coli V3065 growth, OD600 absorbance, 18 h; AID 449728; inhibition, % at 11.9 µM; actives 0.27% (n = 330,000);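 active = inhibition above the campaign's mean inhibition across all tested compounds plus 3 SD, cut at about 9.9% in these data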;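 note: uninfected addAB+ strain grown without phage in ampicillin broth; 0% = DMSO wells and 100% = ciprofloxacin 0.95 µg/ml wells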
# phage Ecoli inh = E. coli growth loss with phage present | growth absorbance | inhibition, % at 11.9 µM | actives 0.26% (n = 360,000) | AID 651602; in the data active = inhibition above about 11%
# CDK5 p35 inh = inhibitors of human CDK5/p35 kinase; inhibition, % at 10 µM; Q00535+Q15078; AID 488839; actives 0.01% (n = 330,000); Recombinant CDK5/p35, ADP-Glo luminescence, 60 min;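 active = highest replicate inhibition of at least 50% and at least 75% of replicates reaching 50%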;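 note: plate controls were DMSO neutral control for no effect and GW8510 at 10 µM for full effect; many of its hits are not listed in these tables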
# Target sequence (Q00535 whole entry, looked up): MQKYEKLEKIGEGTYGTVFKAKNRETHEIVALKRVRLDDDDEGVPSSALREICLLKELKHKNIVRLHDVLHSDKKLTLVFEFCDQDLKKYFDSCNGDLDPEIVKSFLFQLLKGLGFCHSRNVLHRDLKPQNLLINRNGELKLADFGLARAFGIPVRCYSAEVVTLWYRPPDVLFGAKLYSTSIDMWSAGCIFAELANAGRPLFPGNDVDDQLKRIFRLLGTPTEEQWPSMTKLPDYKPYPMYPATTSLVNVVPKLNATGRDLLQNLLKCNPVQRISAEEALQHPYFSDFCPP
# Target sequence (Q15078 whole entry, looked up): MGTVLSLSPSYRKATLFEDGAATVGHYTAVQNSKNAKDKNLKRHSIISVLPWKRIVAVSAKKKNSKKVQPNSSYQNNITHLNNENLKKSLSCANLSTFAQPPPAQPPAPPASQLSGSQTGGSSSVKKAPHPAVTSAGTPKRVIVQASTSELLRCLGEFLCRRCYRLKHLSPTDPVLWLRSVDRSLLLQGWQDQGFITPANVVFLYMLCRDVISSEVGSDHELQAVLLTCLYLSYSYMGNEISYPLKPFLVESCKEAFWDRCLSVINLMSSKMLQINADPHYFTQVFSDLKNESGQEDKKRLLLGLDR
# PKA-R2B activ = PKA-R2B complex activation. actives 0.079% (n = 340,000). AID 504700. activation, % at 11.4 µM. PKA-R2B holoenzyme dissociation, Cy5-IP20 fluorescence polarization; R2B truncated from residue 108, S112A mutant; 0% DMSO only, 100% 113 µM cGMP;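 active = activation above a cutoff set at the mean over all compounds plus 3 SD, cut at about 18% in these data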;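 note: higher means more holoenzyme dissociation and a rise in polarization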
# Target sequence (P31323 whole entry, looked up, other chains not shown, the tested form may be a part): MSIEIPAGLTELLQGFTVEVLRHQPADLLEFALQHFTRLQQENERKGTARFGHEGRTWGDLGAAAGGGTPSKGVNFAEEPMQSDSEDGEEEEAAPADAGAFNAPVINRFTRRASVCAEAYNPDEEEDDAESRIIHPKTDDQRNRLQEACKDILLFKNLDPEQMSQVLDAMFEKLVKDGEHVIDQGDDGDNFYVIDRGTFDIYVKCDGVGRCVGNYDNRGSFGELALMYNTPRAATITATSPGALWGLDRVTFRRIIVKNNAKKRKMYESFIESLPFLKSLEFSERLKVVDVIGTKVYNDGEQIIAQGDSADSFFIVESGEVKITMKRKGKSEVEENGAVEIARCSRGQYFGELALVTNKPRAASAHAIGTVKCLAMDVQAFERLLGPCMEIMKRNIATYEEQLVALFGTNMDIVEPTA
# PKA-R1A activ = activators of PKA-R1A complex. P00514+P68181. PKA-R1A dissociation, Cy5-IP20 fluorescence polarization; scaled: DMSO 0%, 113 µM cGMP 100%. activation, % at 11.4 µM. actives 0.083% (n = 340,000). AID 504707;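 active = percent activation above the mean of all tested compounds plus 3 SD, cut at about 19% in these data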;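 note: higher means more PKAc released from R1A so a rise in polarization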
# HTR5A ag = activates human HTR5A in OPRM1-OPRD1 agonist counter-screen; AID 504692; P47898; HTR5A agonist assay, luminescence, cell-based; actives 0.61% (n = 340,000); activation, % at 9.3 µM; in the data active = activation mostly above about 9.5%, no sharp cut-off; inactive = mostly below about 7.6%;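 note: 0% = cells with vehicle only and 100% = reference agonist; strong numbers were not always called active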
# Tat export inh = blocks Tat-dependent protein export in E. coli. inhibition, % at 10 µM. E. coli MC4100 TorA-mCherry Tat export, fluorescence. actives 0.036% (n = 340,000);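 active = mean replicate inhibition at least 50% and at least half of replicates individually reaching 50%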;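 note: exported cargo escapes ClpAP degradation while cytoplasmic cargo is degraded and loses fluorescence; 0% = median of neutral control wells and 100% = median of NaSCN control wells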
# * marks the source's active call; other numbers are inactive results; . = no result given.
SMILES,SUMO Mot1 rescue,AddAB inh,HTR5A inv ctr,DAGLB inhibitor,E coli growth,phage Ecoli inh,CDK5 p35 inh,PKA-R2B activ,PKA-R1A activ,HTR5A ag,Tat export inh
Cc1csc(Sc2nc3c(c(=O)[nH]c(=O)n3C)n2CCCc2ccccc2)n1,-7,3.6,-9,0,-1.3,2.8,1.4,-8,-4,3,9
CN(C)c1ccc(N/C(N)=N/c2nc(C(F)(F)F)cc(C(F)(F)F)n2)cc1,5,4.3,-1,6,4.8,5.6,2.7,0,-4,0,-13
CC(=O)N1c2ccc(S(=O)(=O)N(C)C3CCCCC3)cc2CC1C (stereo not given),119,2.9,12,0,1.9,3.5,-1.1,-7,-5,2,5
COc1ccc(N2CCN(C(=O)C(=O)c3cn(CC(=O)N4CCOCC4)c4ccccc34)CC2)cc1,-9,5.2,-1,-1,-0.8,1.9,0.0,7,5,1,2
COc1cc(C)c(Br)cc1S(=O)(=O)N1CCOCC1,-26,1.3,12,-1,-3.4,0.9,1.3,-2,-9,-5,0
Cc1noc(C)c1CSc1nc2sc3c(c2c(=O)n1C)CCCC3,-22,1.8,4,0,0.9,-0.1,0.7,3,-5,2,9
Nn1c(SCC(=O)Nc2ccccc2)nnc1C1CCCCC1,-18,6.0,3,1,0.2,4.1,1.7,-12,3,-1,-2
COCCCNc1ncnc2c1cnn2-c1ccc(C)cc1C,-7,-0.1,4,2,-0.8,0.4,-2.5,8,-2,-3,-6
NS(=O)(=O)c1ccc(CCNC(=O)c2ccc(NC3=NC4CS(=O)(=O)CC4S3)cc2)cc1 (stereo not given),-9,3.6,5,-2,-1.3,.,1.0,-8,8,-2,-3
CC(=O)N1CCN(Cc2nc3ccc(Cl)cc3n2CCO)CC1,2,0.8,3,-2,0.0,0.5,3.1,7,1,-1,3
COc1cc(OC)c2c(-c3cccc(-c4sccc4C(C)=O)c3)cc(=O)oc2c1,.,0.2,5,-4,-0.2,0.1,1.5,9,0,-2,0
O=C(c1ccc(F)cc1)N1CCN2C(=O)c3ccccc3C12c1ccccc1 (stereo not given),17,5.7,20,-2,0.0,3.0,1.1,-5,2,0,8
O=C(CCCc1nc2ccccc2s1)NCc1ccccc1F,9,0.2,-2,-2,0.0,4.6,0.8,0,4,1,-2
CCOCC(=O)Nc1ccc(S(=O)(=O)NCCc2ccccc2)cc1,5,4.3,2,1,1.1,2.0,0.7,-6,-5,-1,2
COc1ccccc1NC(=S)N1CCC(NC(=O)C23CC4CC(CC(C4)C2)C3)CC1,162,4.8,2,-1,1.4,2.2,-2.0,7,-1,-1,-8
Cc1ccc(NC(=O)CN(C)C(=O)/C=C/c2cccs2)cc1,-11,5.3,-6,1,1.0,2.9,0.7,-7,0,1,-1
Cc1nc2c3ccccc3nc(NNC(=O)CCC(=O)NCCN3CCN(c4ccccc4)CC3)n2n1,-4,1.0,-1,-2,1.1,2.7,.,0,-8,0,-1
CCC(Oc1ccccc1)C(=O)N(C)CC(=O)N(CC(C)C)c1c(N)n(CC(C)C)c(=O)[nH]c1=O (stereo not given),3,-0.5,-17,-2,-0.2,-0.4,1.2,-2,2,8,3
O=C1CCN(c2ncccc2[N+](=O)[O-])CC1,-3,2.9,-5,-2,0.6,6.3,-0.2,-4,-3,2,0
Cc1cccc(NC(=O)CCS(=O)(=O)c2ccccc2)c1,-6,-0.2,-12,-2,0.1,0.2,-2.2,-6,-8,3,10
Cc1ccc(-n2nnnc2SCC(=O)NC2CCS(=O)(=O)C2)c(C)c1 (stereo not given),.,.,0,0,.,1.5,0.7,-10,-1,0,-5
O=C(/C=C/c1ccccc1)N/C(=C/c1ccccc1)C(=O)Nc1ccccc1O,-19,2.6,15,0,-0.9,4.3,-1.3,-9,-10,-6,8
O=C(NCCc1ccc(C(F)(F)F)cc1)C1CCC(=O)N(CCCc2ccccc2)C1 (stereo not given),5,2.4,26,-1,-1.2,-0.6,1.1,-2,-4,4,12
O=C(O)C1C2CCC(O2)C1C(=O)Nc1ccc(Br)cc1F (stereo not given),0,2.0,18,-1,0.6,-0.2,-0.5,6,10,-5,-3
COC(=O)c1c(C)n(-c2ccccc2)c2ccc(O)cc12,15,1.2,4,2,0.6,0.5,-0.4,3,-18,-2,1
Cc1ccc(C(=O)Nc2ccc(C(=O)N/N=C/c3ccccn3)cc2)cc1,183,-2.7,-12,1,-3.9,-2.6,-0.7,-4,-4,9,-3
CC(NCc1ccc(S(N)(=O)=O)cc1)C(=O)Nc1cccc(Cl)c1 (stereo not given),15,2.3,9,0,-1.7,1.6,-1.4,-7,-10,-3,-5
Cc1cccc(N2CCN(C(=O)CCC(=O)N3CC(C)Oc4ccc(C)cc43)CC2C)c1 (stereo not given),-18,0.8,-51,-1,-1.8,4.0,1.2,-4,-8,2,4
CCOC(=O)c1cc(C(=O)OCC)c(=O)[nH]c1C,-2,3.3,19,0,2.6,1.8,-0.6,6,16,8,-3
N#Cc1ccc(Cn2ccnc2C(=O)Nc2ccccc2)cc1,5,5.2,-22,0,1.6,5.0,-0.9,-8,-4,-4,1
COCCn1c(=S)[nH]c2sc3c(c2c1=O)CCC(C)C3 (stereo not given),96,2.1,0,1,-1.3,-0.7,1.3,4,-7,0,-2
CC(C)OC(=O)c1cc(C(=O)c2cc(Cl)ccc2O)coc1=N,-5,1.4,1,2,0.7,3.0,0.4,-2,13,0,-3
CCC(CC)C(=O)Nc1ccc(C)cc1O,-7,0.8,10,2,0.8,3.8,0.3,0,3,-3,-4
CCOc1ccc(C2=CSC3=NCCN23)cc1[N+](=O)[O-],-14,-0.7,-22,-4,0.7,3.4,0.7,3,6,6,4
COc1ccc(NC(=O)c2ccc3ccccc3c2)cc1NS(=O)(=O)c1ccc(F)cc1,3,4.3,8,0,-0.3,1.2,-2.4,1,8,1,6
COc1ccc(OC)c(N(CC(=O)NCCSCc2ccc(C)cc2)S(C)(=O)=O)c1,0,-1.9,-25,-5,-0.1,1.8,1.0,-2,7,9,-2
Cc1c(C(=O)NC(C)c2ccccn2)oc2c(Cl)cccc12 (stereo not given),.,.,-5,-2,.,-0.4,-0.3,-5,6,2,-3
S=C(NC12CC3CC(CC(C3)C1)C2)N1CCCC1,-2,0.8,3,0,3.6,3.2,0.6,3,4,-2,0
COc1ccc(CC(=O)NCC2CCCN(Cc3cc(OC)cc(OC)c3)C2)cc1 (stereo not given),21,4.0,13,-2,0.0,0.3,2.5,-3,-13,-4,1
Cc1ccc(NC(=O)Cn2nnc(C(=O)NCc3ccco3)c2N)c(C)c1,-10,0.5,18,-1,-2.0,6.3,-0.8,12,8,3,-1
CCn1c(-c2nn(-c3ccccc3)ccc2=O)n[nH]c1=S,23,2.1,0,2,2.2,4.6,-2.5,7,-3,0,10
O=S(=O)(Nc1ccc(S(=O)(=O)N2CCCC2)cc1)c1ccc(F)cc1F,14,-0.7,-15,1,1.3,3.3,-1.5,5,5,4,-4
CC(=O)NCC(=O)N(C)C(C(=O)Nc1ccc(C(C)C)cc1)c1ccccc1 (stereo not given),5,0.5,-22,1,-1.6,0.4,0.0,-11,-9,0,-11
C=CCNC(=O)C(C)N1C(=O)c2ccccc2C1=O (stereo not given),10,-0.2,-11,-5,1.3,1.7,-0.4,1,3,5,19
N#C/C(=C\c1ccc[nH]1)C(=O)NC1CC1,-3,-1.9,-9,-3,-0.9,-1.1,-0.8,6,-6,11,-4
O=S(=O)(Cc1ccccc1)Oc1ccccc1,12,1.1,-2,-2,-3.3,2.9,-1.1,9,8,1,3
COc1cccc(N2[C@@H](CC(C)=O)c3ccccc3S2(=O)=O)c1,8,5.3,5,1,0.0,0.6,-1.6,-8,9,3,-14
COc1ccc(CNC(=O)c2cc3c(s2)CN(Cc2ccccc2)C3)cc1,3,-0.9,7,-5,0.8,4.8,0.0,-18,0,-3,1
O=[N+]([O-])c1cccc(N(CC(O)CN2CCCC2)S(=O)(=O)c2ccccc2)c1 (stereo not given),-3,2.9,1,-1,-0.8,0.5,0.5,5,-7,0,1
CNc1ncnc(Sc2nc(N)nc3nc[nH]c23)c1[N+](=O)[O-],.,.,-3,-4,.,62*,1.6,-8,1,1,-1
CCOc1cc(S(=O)(=O)NCCN2CCOCC2)c(C)cc1C,0,1.9,-21,-1,-1.9,1.7,0.8,0,-1,8,-1
COc1ccc(CCNC(=O)C2CCCN2C(=O)Nc2cccc(C(C)=O)c2)cc1OC (stereo not given),656,4.6,-8,-3,1.4,-0.6,-0.1,-7,2,3,0
CC(=O)Nc1ccc(-c2csc(N/N=C(/C)c3ccccc3)n2)cc1,4,-2.5,-3,4,-1.5,1.0,-0.3,5,-1,1,4
COc1ccc(C(C)(C)NC(=O)C2CCC(=O)N(CCCN3CCCC3=O)C2)cc1 (stereo not given),-1,2.4,-1,-3,-1.9,1.4,-1.6,-7,0,5,-3
CN(C)CCCNc1ccc(-c2cc(Nc3cccc(Cl)c3)ncn2)cn1,0,-0.8,-32,2,-1.6,0.8,7.2,11,-12,6,1
CN(C)CCCN(C(=O)COc1ccc(Cl)cc1)c1nc2ccc(F)cc2s1,35,-0.8,8,0,-2.8,1.4,-0.7,-7,-2,-2,-1
COc1ccc(CC(=O)n2[nH]c(=O)cc(C)c2=O)cc1OC,6,-1.6,16,-1,-1.2,2.7,2.7,-5,2,4,-14
CCc1nnc(NC(=O)C(C)N2C(=O)C3C4C=CC(C4)C3C2=O)s1 (stereo not given),4,0.1,-5,0,-2.4,1.4,1.8,-4,-4,2,0
O=C(COc1ccccc1Br)NC(=O)NC1CCCC1,.,.,5,-2,.,1.1,1.1,5,1,-2,-3
CS(=O)(=O)N(Cc1ccc(Cl)cc1)c1ccc(C(=O)NCc2ccccn2)cc1,69,-0.1,-12,-1,-1.2,3.8,-1.5,-2,-4,4,1
# Later entries:
SMILES,SUMO Mot1 rescue,AddAB inh,HTR5A inv ctr,DAGLB inhibitor,E coli growth,phage Ecoli inh,CDK5 p35 inh,PKA-R2B activ,PKA-R1A activ,HTR5A ag,Tat export inh
Cc1onc(-c2ccccc2)c1C(=O)Nc1sc2c(c1C(N)=O)CCC2,4,5.0,4,3,-2.5,3.9,-0.8,-7,5,-1,5
O=C(CSc1nc2ccccc2c(=O)n1Cc1ccc(C(=O)NC2CC2)cc1)NCc1ccco1,133,0.2,7,-1,-0.2,1.4,0.9,-7,-5,-3,-3
O=C(O)CSc1cc(NS(=O)(=O)c2ccc(Cl)cc2)c2ccccc2c1O,-25,-0.8,-10,-8,-2.5,-0.2,13,5,3,2,-11
O=C(c1cnc(Cl)c(Cl)c1)N1CCN(S(=O)(=O)c2ccc3ccccc3c2)CC1,.,.,4,0,.,2.0,0.7,-3,-9,-6,5

# Bioassay records: PubChem BioAssay, several laboratories
